HPDE-C7 cytotoxicity: cytotoxicity in HPDE-C7 cells, cell-based, fluorescence, HTS (AID 430); 1.8% of 63,000 active; cytotoxicity, % at 10 µM, or EC50 in µM where a hit was titrated; HPDE-C7 pancreatic duct cells viability, fluorescence; higher % means a stronger effect;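 note: cells exposed to compound for 48 hours before viability readout; 0% = vehicle and 100% = reference cytotoxic drug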
Alkaline phosphatase: human TNAP enzyme inhibitors, biochemical, luminescent (AID 518). Alkaline phosphatase, tissue-nonspecific isozyme (Homo sapiens). purified TNAP enzyme, luminescent substrate readout; higher % means a stronger effect. one-dose inhibition, % at 20 µM; IC50 in µM for titrated hits. 0.09% of 64,000 active; in the data active = a potency from the dose series; inactive = the rest, 99 in 100 with inhibition below about 22%;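 note: plate controls were vehicle for no effect and reference inhibitor for full effect; many of its hits are not listed in these tables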
Spn MK inh: S. pneumoniae MK inhibitors, primary screen, biochemical, PK/LDH-coupled NADH absorbance; inhibition, % at 10 µM; purified MK, PK/LDH-coupled NADH absorbance 340 nm; 0.48% of 65,000 active; mevalonate kinase [Streptococcus pneumoniae D39]; AID 555, 2006;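 active = ranked among the strongest by inhibition in the single 10 µM screen, a fixed top-ranked set picked for dose follow-up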; note: no value below 0 was filed
Bfl-1 displacement: Bfl-1 inhibitors, primary screen, biochemical, fluorescence polarization, FITC-Bid, mouse (AID 432); Bcl-2-related protein A1 (Mus musculus); FITC-Bid BH3 peptide fluorescence polarization displacement; higher % means a stronger effect; 0.02% of 64,000 active; displacement, % at 20 µM; hits with a dose series show IC50 in µM; in the data active = a potency from the dose series; inactive = the rest, 99 in 100 with displacement below about 15%; note: strong numbers were not always called active
KRASV12 cytotoxicity: cytotoxicity in KRAS-transformed pancreatic duct cells, primary screen, cell-based, fluorescence, HTS (AID 431); HPDE-C7K KRASV12 cells, Alamar Blue viability, 48 h; higher % means a stronger effect; one-dose cytotoxicity, % at 10 µM; EC50 in µM for titrated hits; 1.7% of 63,000 active;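 active = compounds whose percent cytotoxicity in the single-dose primary screen, scaled between solvent and toxic-drug controls, exceeds 50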;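 note: 0% = DMSO solvent wells and 100% = doxorubicin-treated wells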
Spn PMK inh: S. pneumoniae PMK inhibitors, primary screen, biochemical, mevalonate pathway, pilot trial included | 0.49% of 65,000 active | inhibition, % at 10 µM | AID 539, 2006 | purified PMK, PK/LDH-coupled NADH absorbance 340 nm;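 active = top-ranked compounds by inhibition in the single 10 µM screen, taking a fixed number of the strongest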;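 note: 0% = full reaction with DMSO carrier and 100% = background rate without enzyme reaction; no value below 0 was filed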
LYP inhibition: LYP phosphatase inhibitors, primary screen, biochemical, DiFMUP fluorescence, recombinant catalytic domain, 10 µM (AID 606); inhibition, % at 10 µM, or IC50 in µM where a hit was titrated; recombinant LYP catalytic domain, DiFMUP fluorescence; higher % means a stronger effect; Tyrosine-protein phosphatase non-receptor type 22 (Homo sapiens); 52,000 tested, under 10 active;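 active = IC50 under 40 µM in the dose-response test; inactive = IC50 of 40 µM or more, or never dose-tested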
Spn DPM-DC inh: S. pneumoniae DPM-DC inhibitors, primary screen, biochemical, PK/LDH-coupled NADH fluorescence | purified DPM-DC | calls only at 10 µM | 0.49% of 65,000 active | AID 556, 2006;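 active = the 320 compounds with the highest percent inhibition in the single-dose primary screen, excluding strongly autofluorescent ones, cut at about 32% in these data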;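 note: kinetic rate of NADH fluorescence loss reporting ADP formed by the decarboxylase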
HT1080 cytotoxicity: cytotoxicity in HT1080 fibrosarcoma cells, cell-based, fluorescence readout (AID 620); HT1080 viability, fluorescence; higher % means a stronger effect; one-dose cytotoxicity, % at 10 µM; EC50 in µM for titrated hits; 0.42% of 87,000 active;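 note: cells exposed to compound overnight then 4 h with Alamar Blue; 0% = vehicle DMSO and 100% = killing control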
Spn PMK inh pilot replicates: second read-out of Spn PMK inh, no call of its own (marks repeat the call); inhibition, %; measured here: pilot screen replicates
Spn MK inh pilot replicates: second read-out of Spn MK inh, no call of its own (marks repeat the call); inhibition, %; measured here: pilot screen replicates
Spn DPM-DC inh pilot screen %: further read-out of Spn DPM-DC inh, marked with its call; inhibition, %; measured here: pilot screen trials
* marks the source's active call; other numbers are inactive results; i = inactive; . = not tested or not shown. Cut-off read from the data, not from the text of the source, unless noted: active = cytotoxicity above about 50%; inactive = the rest.

SMILES	HPDE-C7 cytotoxicity	Alkaline phosphatase	Spn MK inh	Bfl-1 displacement	KRASV12 cytotoxicity	Spn PMK inh	LYP inhibition	Spn DPM-DC inh	HT1080 cytotoxicity	others
Cc1oc(/N=C/c2ccc(Cl)cc2Cl)c(C#N)c1C	1%	8%	0	-9%	13%	2	11%	i	2%
COC(=O)CSC1=C(C#N)C(c2cccc(F)c2)CC(=O)N1 (stereo not drawn)	25%	7%	0	0%	17%	2	14%	i	0%
O=C(Cn1cnc2ccccc2c1=O)c1c[nH]c2ccccc12	-6%	9%	0	-9%	-1%	13	-20%	i	3%
Cc1sc2ncnc(OCC(=O)NCC3CCCO3)c2c1C (stereo not drawn)	-7%	-2%	1	-9%	-25%	0	.	i	-1%
CCOc1ccccc1NC1c2ccccc2C(=O)N1Cc1ccco1 (stereo not drawn)	-8%	9%	1	3%	-2%	5	-7%	i	-6%
CCCCOC(=O)CN1C(=O)c2ccc(C(=O)OCCCC)cc2C1=O	-42%	10%	0	0%	-13%	10	6%	i	0%	Spn PMK inh pilot replicates=0.0;Spn MK inh pilot replicates=0.0;Spn DPM-DC inh pilot screen %=0.0
CCCc1cc(-n2ccnc2)n2c(nc3ccccc32)c1C#N	5%	2%	4	-95%	16%	1	4%	i	0%	Spn PMK inh pilot replicates=1.5;Spn MK inh pilot replicates=2.5;Spn DPM-DC inh pilot screen %=10
O=C(OC(C(=O)NCc1cccs1)c1ccccc1Cl)c1ccco1 (stereo not drawn)	8%	6%	6	-4%	-1%	14	-1%	i	-20%
Cc1cc(NC(=O)CCN2CCC(C(N)=O)CC2)ccc1Br	-10%	3%	4	7%	20%	0	.	i	.
Brc1cnc(N2CCCC2)nc1N1CCOCC1	.	.	8	.	.	9	12%	i	-4%
CCn1c(C(=O)N2CCC(C(=O)NCc3ccc4c(c3)OCO4)CC2)cc2sccc21	0%	10%	6	2%	3%	0	4%	i	4%	Spn PMK inh pilot replicates=0.0;Spn MK inh pilot replicates=0.0;Spn DPM-DC inh pilot screen %=0.0
NC(N)=Nc1nc(CSCC/C(N)=N/S(N)(=O)=O)cs1	14%	14%	2	-3%	0%	0	12%	i	9%	Spn PMK inh pilot replicates=8.5;Spn MK inh pilot replicates=0.0;Spn DPM-DC inh pilot screen %=0.0
CCN(CC)CCNc1nc2ccccc2n1C	-6%	-1%	4	0%	-12%	0	14%	i	21%
Cc1cc(Nc2cc(F)ccc2C)n2nc(C)nc2n1	6%	-4%	5	-2%	-1%	14	13%	i	6%
CC(C)N1C(=S)SC(C)(C)C1NO (stereo not drawn)	-2%	-1%	4	-6%	-26%	0	.	i	16%
CCc1cc2c(CN3CCN(CCO)CC3)cc(=O)oc2cc1O	-3%	5%	6	0%	12%	9	-1%	.	7%	Spn PMK inh pilot replicates=5.0;Spn MK inh pilot replicates=9.5
Cc1cc(N)ccc1-n1c(C)ccc1C	8%	5%	0	11%	0%	10	.	i	-3%
Cc1cc(C)c2cc(C#N)c(NCCCNC(=O)CCC(=O)O)nc2c1	-6%	10%	2	-1%	2%	10	3%	.	-5%
O=c1c2ccccc2nnn1CSc1nnc(-c2ccco2)o1	.	12%	5	-6%	.	5	-7%	i	7%
COCc1ccc2oc(C(=O)O)cc2c1	2%	-4%	0	-1%	2%	23	.	i	-8%
O=C(C1=C(O)C(=O)N(CCN2CCOCC2)C1c1ccncc1)c1ccco1 (stereo not drawn)	-8%	2%	5	-3%	-1%	10	-4%	i	-3%
CC(=O)Nc1sc(C)c(C)c1C(=O)OC1CCOC1=O (stereo not drawn)	10%	7%	0	2%	-7%	0	12%	i	4%
COCCN1C=C(C(=O)OC)C(c2ccc3c(c2)OCO3)C(C(=O)OC)=C1	0%	-2%	5	9%	-14%	7	1%	.	-2%
O=C(COc1ncnc2sccc12)N1CCN(S(=O)(=O)c2ccc(Cl)cc2)CC1	-7%	6%	1	-2%	-3%	14	6%	i	-5%
N#Cc1cccc(Cn2nnc(-c3ccccc3)n2)c1	-11%	12%	4	-3%	-13%	0	6%	i	14%
Cc1onc(-c2c(Cl)cccc2Cl)c1C(=O)Nn1cnnc1	1%	8%	7	2%	2%	16	4%	i	-8%
COc1ccc(CN2CCN(C(=O)c3ccco3)CC2)cc1	.	8%	8	0%	.	8	-1%	i	-1%
Cn1nnc(-c2ccc(OCc3ccccc3F)cc2)n1	3%	10%	3	5%	3%	4	7%	i	6%
Cc1cc(NC(=O)NC2(C(F)(F)F)Oc3ccc(Cl)cc3O2)no1 (stereo not drawn)	.	.	4	.	.	9	-6%	i	36%
C=CCN(CC=C)S(=O)(=O)c1ccc(F)cc1	5%	7%	12	6%	-12%	5	9%	i	-2%
CC(=O)Nc1ccc2[nH]c3ccccc3c2c1	1%	9%	1	-4%	-3%	10	-2%	i	-2%
O=S(=O)(Nc1ccc2c(c1)OCCO2)c1ccc(Br)s1	.	.	2	.	.	5	.	i	-8%
COc1ccc(S(=O)(=O)N(C)CC(=O)Nc2ccccc2C(F)(F)F)cc1OC	5%	4%	9	-7%	5%	9	3%	i	.
COC(=O)c1nc2n(n1)C(c1ccc(OC)c(OC)c1OC)C1=C(CCCC1=O)N2 (stereo not drawn)	3%	1%	8	-6%	3%	8	.	i	5%
CCOC(=O)N1CCN(C2=Nc3cccc4cccc2c34)CC1	0%	13%	0	-2%	0%	19	6%	i	6%
CC1(C)OC(=O)C(C(c2ccccc2)C(C#N)C(N)=O)=C(O)O1 (stereo not drawn)	-12%	6%	8	-6%	-8%	6	14%	i	5%
O=C(Cn1cc2c(n1)CCCC2)NCCc1ccccc1	-13%	19%	6	-12%	-5%	11	19%	i	5%	Spn PMK inh pilot replicates=0.0;Spn MK inh pilot replicates=0.0;Spn DPM-DC inh pilot screen %=0.5
N#CCCN(Cc1cccnc1)C(=O)Nc1ccc(Cl)c(Cl)c1	6%	11%	7	5%	-7%	14	.	i	4%	Spn PMK inh pilot replicates=3.0;Spn MK inh pilot replicates=1.0;Spn DPM-DC inh pilot screen %=1.5
CCN(CC)CCn1c2ccccc2c2cnc(N=CN(C)C)c(C#N)c21	.	12%	11	-2%	.	4	6%	i	13%
COC(=O)Nc1ccc(S(=O)(=O)Nc2ccccc2F)cc1	-11%	15%	0	2%	-6%	17	11%	i	14%
Cc1ccc(-n2c(C)nc3c(cnn3-c3ccc(F)cc3)c2=O)cc1C	-4%	8%	2	2%	2%	11	2%	i	5%
COc1ccc(N2C(=O)C3C(C2=O)C2C=CC3C23CC3)c(OC)c1 (stereo not drawn)	-11%	8%	0	-9%	-5%	7	11%	i	-7%
O=C(NCCCN1CCOCC1)c1csc2c1CCCC2	-5%	-3%	6	5%	6%	13	0%	i	35%
O=C(NCc1cccnc1)C1CC(c2ccc(F)cc2)=NO1 (stereo not drawn)	-11%	18%	4	2%	0%	10	.	i	5%
Cc1ccccc1OCC(=O)Nc1ccc(N2CCN(S(C)(=O)=O)CC2)cc1	-2%	10%	0	-4%	10%	21	.	i	26%
Fc1ccc(CSc2nc3ncccc3[nH]2)cc1	-1%	7%	0	-4%	9%	1	.	i	7%
COc1ccc2c(CC(=O)Nc3nnc(C4CC4)s3)coc2c1	13%	14%	0	-5%	8%	14	-2%	i	3%	Spn PMK inh pilot replicates=0.5;Spn MK inh pilot replicates=0.0;Spn DPM-DC inh pilot screen %=1.0
COc1ccc(N(CC(=O)O)S(=O)(=O)c2ccc(OC)c(OC)c2)cc1	-2%	2%	11	6%	-7%	14	3%	i	-11%	Spn PMK inh pilot replicates=4.5;Spn MK inh pilot replicates=6.0;Spn DPM-DC inh pilot screen %=5.0
CCN1C(=O)/C(=C\N2CCCCCC2)SC1=S	-27%	17%	12	-2%	-34%	9	.	i	-6%
CCCc1[nH]nc2c1C(c1ccc(OC)cc1OC)C(C#N)=C(N)O2 (stereo not drawn)	-5%	2%	0	5%	0%	11	8%	i	12%
CCOC(=O)C1=C(C)NC(=O)NC1c1ccc2c(c1)OCO2 (stereo not drawn)	9%	14%	0	2%	0%	0	6%	i	5%
C(=N\c1nc2ccccc2n1CCN1CCOCC1)/c1cccs1	9%	10%	7	-6%	11%	7	3%	i	0%
O=c1c2ccccc2sc2nc(C3CCCCC3)n(Cc3ccco3)c(=O)c12	17%	18%	14	-5%	-7%	11	.	i	7%
CC(C)(C)c1cc(CN(CCO)CCO)cc(C(C)(C)C)c1O	-3%	8%	12	0%	-10%	8	4%	i	-5%
COc1ccccc1N(C)S(=O)(=O)c1ccc(C(=O)OCC(=O)NCc2ccco2)cc1	2%	8%	0	-4%	-1%	15	-9%	i	2%
Cc1ccc(-n2ncc3c(N4CCC5(CC4)OCCO5)ncnc32)c(C)c1	-2%	2%	1	-4%	14%	1	9%	i	-1%
CCOC(=O)N1CCN(Cc2nc3c(c(=O)[nH]c(=O)n3C)n2Cc2ccccc2C)CC1	-5%	12%	5	-10%	2%	0	4%	i	2%
O=C(Nc1nc(-c2ccc(Cl)s2)cs1)c1cccs1	12%	11%	1	-9%	11%	18	9%	i	-1%
Cc1cc(=O)n2[nH]c(-c3ccc(F)cc3)cc2n1	-8%	10%	9	2%	0%	0	-3%	i	-6%
CCOC(=O)c1nnn(-c2nonc2N)c1CNc1ccccc1	1%	16%	3	1%	5%	6	.	i	1%
Cc1ccc(OCC(O)CNS(=O)(=O)c2ccccc2C(=O)O)cc1 (stereo not drawn)	-10%	8%	8	-4%	-6%	6	23%	i	4%
Cc1cc(C)nc(Nc2n[nH]c(COc3ccc(Cl)cc3)n2)n1	4%	1%	9	-7%	1%	6	.	i	12%
CCN(CC)C(=O)C1CCCN(c2ncnc3c2cnn3-c2cccc(C)c2)C1 (stereo not drawn)	8%	4%	2	-8%	8%	11	5%	i	-8%

Screens from PubChem.
